E-sel inducer: E-selectin induction on HUVECs; hit rate 0.37% among 260,000; activation, % at 7.58 µM; HUVEC E-selectin immunofluorescence imaging; normalized: neutral wells 0, TNF-alpha wells 100; P16581; AID 686992;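 active = mean E-selectin-positive cell signal at least 10% of the positive control, reached in at least 60% of replicates, without over 20% cell loss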;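 note: in these data hits start at about 27%; measured in HUVEC primary endothelial cells; signal is the percent of cells scored E-selectin positive by PE staining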
Target sequence (P16581 whole entry, looked up): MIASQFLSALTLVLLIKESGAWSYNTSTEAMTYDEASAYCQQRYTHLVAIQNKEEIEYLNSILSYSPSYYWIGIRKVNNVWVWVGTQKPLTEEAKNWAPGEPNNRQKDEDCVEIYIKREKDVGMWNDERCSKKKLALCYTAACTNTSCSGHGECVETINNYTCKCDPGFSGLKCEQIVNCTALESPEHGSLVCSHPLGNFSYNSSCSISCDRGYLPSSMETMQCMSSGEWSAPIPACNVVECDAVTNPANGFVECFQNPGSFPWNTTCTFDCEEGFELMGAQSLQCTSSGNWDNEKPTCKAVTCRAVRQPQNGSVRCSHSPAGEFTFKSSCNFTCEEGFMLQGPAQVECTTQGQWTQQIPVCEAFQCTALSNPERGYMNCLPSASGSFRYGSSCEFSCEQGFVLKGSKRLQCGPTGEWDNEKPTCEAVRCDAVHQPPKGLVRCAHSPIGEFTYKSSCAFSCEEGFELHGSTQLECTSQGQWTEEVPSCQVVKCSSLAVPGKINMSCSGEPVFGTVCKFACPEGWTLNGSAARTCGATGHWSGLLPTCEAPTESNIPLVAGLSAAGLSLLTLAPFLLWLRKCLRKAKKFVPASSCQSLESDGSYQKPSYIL
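System: HUVEC / Compound: single concentration / Signal: immunofluorescence imaging / Read-out: percent E-selectin-positive cells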
RAD52 anneal inh: inhibitors of human RAD52 DNA annealing; P43351; recombinant RAD52 DNA annealing, FRET fluorescence; inhibition, % at 18.7 µM; hit rate 0.46% among 360,000; AID 651710;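 active = every replicate showing at least 50% inhibition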
ERp5 inh: blocks human ERp5 reductase activity on insulin | Q15084 | ERp5 insulin aggregation, absorbance 650 nm, 90 min | inhibition, % at 9.99 µM | hit rate 0.05% among 350,000 | AID 651711;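 active = mean replicate inhibition above about 25%, with every replicate also reaching it, limit read from the data, passing the limit was not always enough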
esBAF inh: blocks esBAF chromatin remodeling in mouse ES cells; Bmi1-luciferase knock-in reporter, 24 h; 100% = twice the neutral-well signal; reporter increase, % at 12.5 µM; hit rate 2% among 350,000; in the data active = activation above about 40%;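 note: 0% = median of the plate's neutral control wells and 100% = double that signal; a rise in the Bmi1 reporter signal indicates esBAF inhibition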
RAD54 branch: inhibitors of human RAD54 branch migration; Q92698; RAD54 Holliday junction branch migration, FAM/BHQ fluorescence; inhibition, % at 10.4 µM; hit rate 0.14% among 360,000;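 active = mean normalized replicate activity at least 40 and at least half of replicates scoring 40 or more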;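 note: 0% = median of neutral control wells and 100% = median of positive control wells; inhibitors cause a drop in the FAM fluorescence signal; in these data hits start at about 50%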
CASP6 VEID inh: blocks human caspase-6 cleavage activity; AID 686996; hit rate 0.53% among 350,000; inhibition, % at 12.5 µM; P55212; purified caspase-6, Z-VEID-R110 cleavage fluorescence;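 active = mean inhibition across replicates at least about 35%, with every replicate also reaching that limit, limit read from the data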;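 note: 0% = median of neutral control wells and 100% = no fluorescence left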
Target sequence (P55212 24-179 limits assumed): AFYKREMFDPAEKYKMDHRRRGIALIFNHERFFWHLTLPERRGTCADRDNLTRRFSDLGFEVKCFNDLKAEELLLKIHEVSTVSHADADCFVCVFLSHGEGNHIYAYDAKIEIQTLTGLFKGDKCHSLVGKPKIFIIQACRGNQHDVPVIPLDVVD
Target sequence (P55212 194-293 limits assumed): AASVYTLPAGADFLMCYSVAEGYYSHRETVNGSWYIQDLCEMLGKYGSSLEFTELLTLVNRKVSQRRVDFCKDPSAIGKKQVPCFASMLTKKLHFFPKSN
PglD DTNB: PglD (C. jejuni) enzyme inhibition | purified PglD enzyme, DTNB colorimetric CoA detection | inhibition, % at 12.5 µM | hit rate 0.098% among 360,000; in the data active = inhibition above about 16%, passing the limit was not always enough; note: strong numbers were not always called active
ARNT-TACC3 inh: disruptors of human ARNT/TACC3 interaction; AlphaScreen His-ARNT PAS-B/GST-TACC3 binding, luminescence; TACC3 fragment carries E629A point mutation; inhibition, % at 9.99 µM; hit rate 0.66% among 390,000; Q9Y6A5;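 active = mean inhibition of replicates at least 50% and at least half of replicates each reaching 50%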;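 note: 0% = complete ARNT plus TACC3 wells and 100% = ARNT alone without TACC3; many hits fall short of the cut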
* marks the source's active call; other numbers are inactive results; / = not tested or not shown. Rows were taken by chance; overall some 3.2% were active at least once.

SMILES	E-sel inducer	RAD52 anneal inh	ERp5 inh	esBAF inh	RAD54 branch	CASP6 VEID inh	PglD DTNB	ARNT-TACC3 inh
Cc1cccc(C(=O)Nc2ccccc2N2CCN(c3ccc(F)cc3)CC2)c1	/	/	/	-4	2	/	1	-2
COc1ccc(NC(=O)c2cc(C3CCCCN3C(=O)c3cc(F)ccc3C)on2)c(C)c1 (centres undefined)	-0.1	-9	-2	-1	1	-1	2	/
CC(C)CN(C(=O)CSc1nncn1-c1ccccc1)c1c(N)n(CC(C)C)c(=O)[nH]c1=O	-0.1	-22	2	-11	-2	-1	0	0
O=C(COc1ccccc1)Nc1ccccc1N1CCN(c2ccc(F)cc2)CC1	/	0	-5	-11	-20	-3	-1	-9
CCOc1ccc(S(=O)(=O)N2CCOCC2)cc1NC(=O)c1ccccc1F	-0.1	5	1	-5	-2	0	-5	-3
Cc1cccc(OCc2nc(-c3ccc(Br)o3)no2)c1	7.0	3	6	15	7	-2	-4	-5
CC(Sc1n[nH]c(N)n1)C(=O)Nc1ccc(Cl)cn1 (centres undefined)	1.6	-10	-2	/	0	0	4	3
Cc1ccccc1NC(=S)N(C)C1(c2ccccc2Cl)CCCCC1=O (centres undefined)	/	/	/	-3	-10	/	5	1
CCCCn1c(N)c(N(CC(C)C)C(=O)c2cccc(S(=O)(=O)N3CCCCCC3)c2)c(=O)[nH]c1=O	-0.1	-11	2	1	2	1	-2	/
CCOCCCN1CN(Cc2ccco2)CNC1=S	2.8	-3	-7	/	/	-5	/	2
COc1cccc(-c2ncc3ccccc3c2COC(=O)c2cccc(Br)c2)c1	-0.1	-6	7	4	7	-2	2	/
CCOC(=O)N1CCN(C(=O)CCNS(=O)(=O)c2ccc3c(c2)c(=O)n(C)c(=O)n3C)CC1	/	-11	0	-3	/	-1	/	5
COc1ccc([C@H]2C[C@@H](n3cc(C4CC4)nn3)[C@H](O)CN2C(=O)c2cccs2)cc1	0.0	-7	6	-6	/	-1	/	/
Cn1c(C(O)c2ccccc2)nc(Cl)c1Cl (centres undefined)	/	/	/	-9	0	/	4	-6
CCOc1ccc(S(=O)(=O)Nc2cccc(C(=O)NCC(c3ccco3)N(C)C)c2)cc1 (centres undefined)	-0.5	-3	4	6	0	-65	0	14
CCCc1nn(C)c2c(=O)[nH]c(-c3cc(S(N)(=O)=O)ccc3OCC)nc12	0.3	-14	-1	-8	0	0	-2	-4
CCOC(=O)c1ccc2nc(C)c(CC)c(Cl)c2c1	/	0	-3	26	-1	-16	1	-7
CCOC(=O)c1c(C)[nH]c(C(=O)COC(=O)c2ccc(O)cc2O)c1C	-0.1	-7	4	23	-10	6	-3	-1
CC(C)C(NC(=O)c1ccc(F)cc1)C(=O)N1CCC1 (centres undefined)	/	-1	2	9	6	-18	-3	/
CCn1ncc([N+](=O)[O-])c1C(=O)Nc1c(C)cccc1C	-0.5	-1	-1	-7	-20	2	-6	-3
Cc1ccc(-c2nnc(NC3CCCCC3)c3ccccc23)cc1S(=O)(=O)N1CCN(C)CC1	/	/	/	-9	0	/	2	-16
COc1ccc(C(=S)N2CCOCC2)cc1OS(=O)(=O)c1ccccc1[N+](=O)[O-]	0.0	3	0	/	/	0	/	7
CNC[C@@H]1Oc2c(NC(=O)C3CCCCC3)cccc2C(=O)N([C@H](C)CO)C[C@H]1C	0.1	2	6	0	-3	-2	0	-1
Cn1ncc2c(NNC(=O)c3ccccc3Cl)ncnc21	-0.1	-10	1	/	5	-4	1	-2
Cc1cc(NC(=O)CCC(=O)N(Cc2cccs2)C(C)(C)C(=O)NC2CCCCC2)no1	0.2	-9	-3	-2	-5	3	3	0
Next section.
SMILES	E-sel inducer	RAD52 anneal inh	ERp5 inh	esBAF inh	RAD54 branch	CASP6 VEID inh	PglD DTNB	ARNT-TACC3 inh
CNC(=S)/N=C(\Nc1ccc(C)cc1)c1ccccc1	1.0	-17	14	/	-2	-1	-2	/
Oc1ccccc1C=NN=Cc1ccccc1Cl	0.0	-2	1	/	/	-2	/	0
O=C(Nc1ccc(F)cc1)Nc1ccc(N2CCOCC2)c2nonc12	/	-6	-7	/	/	8	/	8
COc1cc(CCCN2C(=O)C(=O)NC[C@@H]2CC2CCCCC2)cc(OC)c1OC	1.7	-4	3	-2	-10	-1	0	-3
CC(C)CC#Cc1cnc2c(c1)C(=O)N([C@@H](C)CO)C[C@H](C)[C@@H](CN(C)C(=O)c1ccccc1)O2	0.2	8	-7	-5	4	2	2	-6
O=[N+]([O-])c1ccc(S(=O)(=O)NN=CCCc2ccccc2)cc1	0.1	-10	13	-14	-4	2	5	-4
O=C(NCCN1CCN(c2ccccc2)CC1)Nc1cccc(Cl)c1	/	-13	0	-5	6	1	-11	4
CC(=O)Nc1ccc(S(=O)(=O)NCCSCc2cccc(Cl)c2)cc1	0.4	6	-5	/	-2	5	-2	-2
CCN1[C@@H]2c3ccc(-c4ccncc4)c(=O)n3C[C@@H]2[C@@H](CO)[C@@H]1C(=O)NCCc1cn(C)cn1	0.3	-15	1	-5	-15	-1	4	-4
Cc1ccc(C(=O)NCc2ccc3c(c2)OCO3)cc1N1CCCC1=O	-0.2	-5	3	-6	-1	-1	-3	-3
COc1cccc(-c2nc3ccc(O)cc3c(=O)o2)c1	/	/	/	20	-13	/	4	10
O=C(Nc1ccc(-c2cn3ccccc3n2)cc1)c1cccs1	/	-9	3	/	/	0	/	-8
CC1=NN(Cc2cc(C(C)(C)C)c(O)c(C(C)(C)C)c2)C(=O)C1	0.1	-8	3	-2	-10	-2	6	-8
C[C@H](CO)N1C[C@H](C)[C@H](CN(C)C)Oc2cc(C#CC3CCCC3)ccc2S1(=O)=O	0.4	29	0	1	-11	1	-4	17
Cc1cc([N+](=O)[O-])c(-c2ccc(/C=N/n3cnnc3)o2)cc1Cl	/	-9	5	-3	5	7	0	6
COCCn1c(N)c(N(Cc2ccccc2)C(=O)Cc2c(Cl)cccc2Cl)c(=O)[nH]c1=O	0.2	-8	3	/	/	-4	/	-9
C[C@H]1CCC[C@]2(O[C@@H](CCO)C[C@H](O)[C@H]2O)O1	-0.7	-3	4	-5	1	-2	2	/
Cc1ccc(NC(=O)c2cc(=O)c3ccccc3o2)cc1	/	/	/	56*	-6	/	5	-2
N#C[C@H]1N[C@H](CO)[C@@H]1c1ccc(-c2ccccc2F)cc1	0.0	-14	-11	12	1	-2	-1	24
COc1ccc(N2CCN(C(=O)c3cc([N+](=O)[O-])ccc3N3CCN(CCO)CC3)CC2)cc1	3.4	-5	2	-3	-4	-2	8	-2
Cc1ccc(S(=O)(=O)NCC[C@@H]2CC[C@@H](NC(=O)CC3CC3)[C@H](CO)O2)cc1	-0.6	5	0	0	4	2	4	-1
NC1=NCC(O)=C1c1nc2ccccc2[nH]1	1.5	-23	3	/	/	3	/	2
CCc1cccc(CC)c1NC(=O)CNCc1cccs1	0.2	-15	0	4	8	/	-1	-6
COC(=O)C[C@H]1C[C@@H]2c3cc(NC(=O)CN(C)C)ccc3O[C@@H]2[C@@H](CO)O1	/	-8	19	-1	7	-2	-1	7
NC(=O)C1CCN(S(=O)(=O)c2cccc(S(=O)(=O)N3CCCCC3)c2)CC1	/	-6	-9	-4	-3	-1	1	-14
Continuation:
SMILES	E-sel inducer	RAD52 anneal inh	ERp5 inh	esBAF inh	RAD54 branch	CASP6 VEID inh	PglD DTNB	ARNT-TACC3 inh
COC[C@H]1CCCN1c1ccc2c(c1)O[C@H](COCc1ccccc1)CN([C@H](C)c1ccccc1)S2(=O)=O	-0.2	-28	-2	/	/	-3	/	/
CCOc1ccc2c(c1)-c1c(ssc1=S)C(C)(C)N2C(=O)c1ccco1	0.9	/	/	-8	-6	/	-8	3
CCOC(=O)c1ccc2[nH]c3ccccc3c2c1	/	1	2	62*	4	-4	-3	-4
COc1ccc(NC(=O)c2cc(CN3C(=O)c4ccccc4C3=O)ccc2OC)cn1	/	/	/	4	4	/	-1	0
CNC(=S)N(Cc1ccccc1)Cc1cccnc1	/	-5	-1	-3	-2	2	-8	-2
CC(C)CC#Cc1cnc2c(c1)C(=O)N([C@H](C)CO)C[C@@H](C)[C@@H](CN(C)C(=O)Nc1ccccc1F)O2	1.1	-9	3	1	-1	-2	1	-4
CCCn1nnnc1NC(=O)COc1ccc(Cl)cc1C	/	/	/	-4	0	/	-5	18
CCCc1nc(SCC(=O)Nc2cc(C)on2)c2c(=O)n(C)c(=O)n(C)c2n1	-0.7	-14	2	1	-10	-1	-7	4
O=C(O)Cn1cc(/C=C/[N+](=O)[O-])c2ccccc21	/	-32	10	/	/	16	/	0
CC(=O)c1ccc2c3c(cccc13)C(=O)N(c1c(C)nn(C)c1C)C2=O	/	/	/	-6	-8	/	0	1
O=C(Cc1ccccc1)N[C@@H]1CC[C@H](CC(=O)N2CCCCC2)O[C@@H]1CO	-0.2	1	0	0	1	0	2	/
Fc1ccccc1Cn1nnc2c(NCCc3ccccn3)ncnc21	/	/	/	48*	-5	/	4	-19
Cc1cccc(OCC(=O)Nc2nc3ccc([N+](=O)[O-])cc3s2)c1C	/	/	/	0	-4	/	3	1
CC(C(=O)Nc1ccccc1)N(C)CCOc1ccccc1 (centres undefined)	0.1	-11	3	-1	-4	-1	2	-7
COc1cccc(C(=O)Nc2ccc3c(c2)C(=O)N(C)C[C@H](OC)[C@H](C)CN(CC2CC2)[C@@H](C)CO3)c1	0.0	-1	2	-1	-16	-4	2	-3
Cc1nc2nc(CSc3ccc(Cl)cc3)cc(=O)n2[nH]1	/	/	/	4	1	/	0	-5
O=C(Nc1cccnc1)c1cc(-c2ccco2)on1	/	/	/	2	5	/	-3	2
O=C(N/N=C/c1ccc2cccnc2c1)c1ccco1	/	-11	-2	-24	6	-1	-1	-5
C=CCN(C(=O)Nc1ccccc1)C1CC(=O)N(c2ccc(OC)cc2)C1=O (centres undefined)	/	/	/	-2	-4	/	0	-4

Structures shown so far that contain an NH in an aromatic ring (9):
SMILES	E-sel inducer	RAD52 anneal inh	ERp5 inh	esBAF inh	RAD54 branch	CASP6 VEID inh	PglD DTNB	ARNT-TACC3 inh
CC(C)CN(C(=O)CSc1nncn1-c1ccccc1)c1c(N)n(CC(C)C)c(=O)[nH]c1=O	-0.1	-22	2	-11	-2	-1	0	0
CC(Sc1n[nH]c(N)n1)C(=O)Nc1ccc(Cl)cn1 (centres undefined)	1.6	-10	-2	/	0	0	4	3
CCCCn1c(N)c(N(CC(C)C)C(=O)c2cccc(S(=O)(=O)N3CCCCCC3)c2)c(=O)[nH]c1=O	-0.1	-11	2	1	2	1	-2	/
CCCc1nn(C)c2c(=O)[nH]c(-c3cc(S(N)(=O)=O)ccc3OCC)nc12	0.3	-14	-1	-8	0	0	-2	-4
CCOC(=O)c1c(C)[nH]c(C(=O)COC(=O)c2ccc(O)cc2O)c1C	-0.1	-7	4	23	-10	6	-3	-1
COCCn1c(N)c(N(Cc2ccccc2)C(=O)Cc2c(Cl)cccc2Cl)c(=O)[nH]c1=O	0.2	-8	3	/	/	-4	/	-9
NC1=NCC(O)=C1c1nc2ccccc2[nH]1	1.5	-23	3	/	/	3	/	2
CCOC(=O)c1ccc2[nH]c3ccccc3c2c1	/	1	2	62*	4	-4	-3	-4
Cc1nc2nc(CSc3ccc(Cl)cc3)cc(=O)n2[nH]1	/	/	/	4	1	/	0	-5
